PRMT1 inh = blocks human protein arginine methyltransferase 1; Q99873; recombinant PRMT1, activity-based probe fluorescence polarization; inhibition, % at 2.79 µM; 1.3% of 370,000 active;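 active means inhibition above about 21% made by adding two undisclosed values, limit read from the data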
mABHD4 FP = inhibits mouse alpha/beta hydrolase domain 4; Q8VD66; purified mABHD4, FP-Rh probe fluorescence polarization; inhibition, % at 8.92 µM; 0.54% of 370,000 active;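 active means inhibition exceeding the mean over every tested compound plus 3 SD, cut at about 30% in these data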;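 further: 0% = plate median of compound wells and 100% = S159A mutant with DMSO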
Target sequence (Q8VD66 whole entry, looked up, the tested form may be a part): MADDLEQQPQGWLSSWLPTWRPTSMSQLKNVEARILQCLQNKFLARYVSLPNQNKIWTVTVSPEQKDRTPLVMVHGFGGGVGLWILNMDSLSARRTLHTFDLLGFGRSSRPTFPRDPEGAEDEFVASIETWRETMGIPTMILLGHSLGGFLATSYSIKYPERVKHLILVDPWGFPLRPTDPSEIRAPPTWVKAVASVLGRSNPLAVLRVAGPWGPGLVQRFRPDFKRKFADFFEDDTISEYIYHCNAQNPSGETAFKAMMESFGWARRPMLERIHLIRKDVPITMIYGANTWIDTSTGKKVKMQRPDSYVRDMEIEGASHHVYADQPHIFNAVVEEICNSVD
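Test system: mABHD4 protein; Read-out basis: % inhibition; Incubation: 45 min + 60 min at 25 °C; Repeats: single replicate; Technique: fluorescence polarization with parallel and perpendicular emission, 525/598 nm; Compound: 8.92 µM, single dose; Benchmarks: full inhibition S159A mutant plus DMSO, zero as sample-well median.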
HTRA1 inh = inhibitors of human serine peptidase HTRA1 | Q92743 | recombinant HTRA1, FP-rhodamine activity-based probe, fluorescence polarization | inhibition, % at 5.96 µM | 0.5% of 340,000 active | AID 504803; in the data active means inhibition above about 36%;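 further: 0% = enzyme with DMSO and 100% = wells lacking enzyme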
Target sequence (Q92743 whole entry, looked up): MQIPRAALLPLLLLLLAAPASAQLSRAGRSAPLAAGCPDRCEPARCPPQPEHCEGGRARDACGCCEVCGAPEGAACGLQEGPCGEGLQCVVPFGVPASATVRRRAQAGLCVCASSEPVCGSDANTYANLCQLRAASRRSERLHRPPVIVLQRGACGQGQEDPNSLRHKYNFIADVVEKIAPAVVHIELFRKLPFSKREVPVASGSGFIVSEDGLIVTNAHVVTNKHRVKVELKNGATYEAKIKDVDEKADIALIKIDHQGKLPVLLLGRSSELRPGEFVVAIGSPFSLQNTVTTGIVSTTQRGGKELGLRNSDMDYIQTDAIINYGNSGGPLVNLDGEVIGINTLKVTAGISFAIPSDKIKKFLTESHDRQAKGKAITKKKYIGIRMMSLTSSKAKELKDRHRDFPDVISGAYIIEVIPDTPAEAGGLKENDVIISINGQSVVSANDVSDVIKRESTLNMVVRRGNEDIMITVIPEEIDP
PG9 binder = PG9 antibody binding by small molecule; TR-FRET gp120-PG9 antibody binding; 0.43% of 360,000 active; inhibition, % at 6.7 µM; in the data active means inhibition above about 8.5%
LEDGF integ inh = blocks HIV-1 LEDGF/p75-dependent DNA integration; TR-FRET IN-LEDGF/p75 DNA integration, Eu/Cy5; inhibition, % at 3.7 µM; 0.64% of 370,000 active; AID 743269;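 active means inhibition above the screen-wide mean plus 3 SD, cut at about 13% in these data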;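 further: signal is the Cy5 over europium emission ratio at 671 and 618 nm; 0% = plate median of compound wells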
NR1D1 modulator = modulators of human Rev-erb alpha DNA binding; AID 1259318; Rev-erbα–FITC-DNA binding, fluorescence polarization, 90 min; activity, % at 10 µM; P20393; 0.79% of 370,000 active;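 active means activity above about 14%, limit read from the data; passing the limit was not always enough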;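 further: 0% = DMSO wells with 35 nM protein and 100% = DMSO wells with 750 nM protein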
SIAE inh = blocks human sialic acid acetylesterase; Q9HAT2; SIAE FP-Rh probe binding, fluorescence polarization; inhibition, % at 9.66 µM; 0.69% of 370,000 active; AID 1053197;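 active means inhibition above a cutoff: mean of compounds within the control limits plus 3 SD of those, cut at about 17% in these data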;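 further: 0% = plate median of compound wells and 100% = probe without SIAE protein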
TCR-CD3 inh = human TCR-CD3 binding inhibition | 0.37% of 360,000 active | TAMRA-labeled TCR probe fluorescence, biochemical | AID 651800 | inhibition, % at 9.4 µM; in the data active means inhibition above about 19%;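 further: recombinant mutant TCR 2C K166C tagged with TAMRA read by polarization; 0% = receptor in buffer alone and 100% = receptor with positive control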
rCAG RNA binder = molecules binding r(CAG) RNA repeats; inhibition, % at 3 µM; 1.3% of 370,000 active; AID 651821; r(CAG) RNA repeat, TO-PRO-1 dye displacement fluorescence;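 active means inhibition above the plate cutoff, the mean of all test compounds on that plate plus 3 SD, cut at about 35% in these data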;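 further: 0% = DMSO alone and 100% = 100 µM mitoxantrone as full dye displacement; higher means more dye released from RNA so lower well fluorescence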
TDP2 absorb = TDP2 (human) inhibition, absorbance primary screen; recombinant TDP2, T5PNP hydrolysis, p-nitrophenol absorbance 415 nm; inhibition, % at 12.8 µM; 0.34% of 370,000 active; AID 720702;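 active means inhibition above the mean of all tested compounds plus 3 SD, set per campaign, cut at about 25% in these data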;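 further: 0% = DMSO with enzyme and 100% = buffer with substrate but no TDP2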
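Test system: human TDP2 enzyme; Input: 120 nM TDP2 per well; Buffer or medium: Mg2+-containing Tris-HCl buffer, pH 7.5; Reagent: 5 mM T5PNP; Dosing: 12.8 µM single point, 1% DMSO; Incubation: reaction 2 h, 37 °C; Detection: p-Nitrophenol epi absorbance; Read-out: % inhibition relative to enzyme-containing and enzyme-free wells; Replicates: single well per compound.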
An asterisk follows results filed as active; · = no result given. An excerpt (hit frequency here may not be typical).

No.	Structure	PRMT1 inh	mABHD4 FP	HTRA1 inh	PG9 binder	LEDGF integ inh
1	Nc1ccc2ccccc2c1	1	10	-1	0.8	-1
2	CC(=O)Nc1ccc(OC(=O)c2ccccc2N)cc1	-4	0	1	1.4	-1
3	CN(C)[C@@H]1C(=O)C(C(N)=O)=C(O)[C@@]2(O)C(=O)C3=C(O)c4c(O)ccc(Cl)c4[C@@](C)(O)C3C[C@@H]12 (stereo not given in full)	27*	60*	40*	-1.5	28*
4	CCn1c(O)c(C=NCCN2CCOCC2)c(=O)[nH]c1=S	3	-5	-2	-0.9	0
5	CN1CCN(C(=O)COc2ccc(S(=O)(=O)NCc3ccccc3)cc2Cl)CC1	-2	1	1	-0.8	-2
6	O=C(COc1ccccc1)N1CCN(CC2CC3C=CC2C3)CC1 (stereo not given)	-1	6	-10	1.3	-1
7	Cc1cc(C=C2C(=O)N(C)C(=S)N(C)C2=O)c(C)n1-c1cccnc1	11	-12	-4	-1.6	5
8	O=c1[nH]c(Cl)ccc1CN1CCOCC1	-2	8	-3	-1.1	1
9	C=CC12CN(C)C3C4COC(CC41)C1(C(=O)Nc4ccccc41)C32 (stereo not given)	-10	-2	·	0.6	0
10	O=c1[nH]c(=O)n(-c2ccccc2F)c(O)c1C=NCCC1=CCCCC1	-1	2	-6	0.1	1
11	COC(=O)C1=C(c2cccc(OC)c2OC)C[C@@H]2CC[C@H]1N2C(=O)NCc1ccc(F)cc1	-1	5	4	0.9	-1
12	Cc1ccc(N2C(=O)NC(=O)/C(=C/c3cnn(-c4ccc(C)cc4)c3)C2=O)cc1	3	7	0	0.8	1
13	O=C(CCl)NCC1CCCO1 (stereo not given)	-4	2	-1	-1.6	0
14	COc1cc(/C=C2\C(=O)NC(=O)N(c3ccccc3)C2=O)cc(OC)c1OC	6	8	6	0.9	4
15	O=C(c1cc2cc(Cl)ccc2[nH]1)N1CCC2(CC1)OCCO2	-2	5	-8	0.6	1

No.	NR1D1 modulator	SIAE inh	TCR-CD3 inh	rCAG RNA binder	TDP2 absorb
1	3	5	-4	2	-17
2	-5	4	-2	-2	0
3	-15	11	12	33	-8
4	2	2	-4	-2	10
5	-7	0	-4	-3	-1
6	-3	8	4	-7	11
7	6	-7	-19	18	6
8	-2	-1	2	-1	5
9	1	-6	-4	1	7
10	1	-3	5	-5	3
11	-4	2	2	-6	3
12	3	13	2	4	5
13	-2	11	-6	-1	-2
14	0	1	9	2	4
15	-2	-17	1	2	13

Next section.
No.	Structure	PRMT1 inh	mABHD4 FP	HTRA1 inh	PG9 binder	LEDGF integ inh
16	Cc1cccc(CN2CCCC(C(=O)c3ccc(C(F)(F)F)cc3)C2)n1 (stereo not given)	0	4	-3	-1.0	7
17	CC(=NCC1CCCO1)c1c(O)n(-c2ccc(C)cc2)c(=O)[nH]c1=O (stereo not given)	-1	-2	3	0.4	0
18	COC(=O)c1ccccc1NC(=O)N1C[C@@H]2C[C@@H](C1)c1cccc(=O)n1C2	-4	1	-3	-2.4	-1
19	COC(=O)C1=C(c2cc3ccccc3o2)C[C@@H]2CC[C@H]1N2C(=O)NCCO	-1	2	-2	-0.1	-1
20	COc1ccc(N2C(=O)CC(=O)NC2=O)cc1	7	1	1	-2.2	-1
21	CC(=O)c1ccc(-c2ccccc2)cc1	-1	-2	-11	-0.9	-1
22	Cc1cccc(NC2=NCCCS2)c1	-3	4	·	-3.2	3
23	CC1=C(O)C(=O)C=C2C1=CC=C1C2(C)CCC2(C)C3CC(C)(C(=O)O)CCC3(C)CCC12C (stereo not given)	35*	49*	48*	0.9	-1
24	O=C(Cn1cc(C(=O)c2ccccc2F)c2ccccc21)NC1CC1	0	3	2	-1.5	-1

No.	NR1D1 modulator	SIAE inh	TCR-CD3 inh	rCAG RNA binder	TDP2 absorb
16	-5	5	1	-6	-7
17	1	8	4	-1	4
18	-2	-4	0	0	7
19	10	-9	-1	1	1
20	-1	13	5	5	-5
21	-2	-3	11	4	-14
22	6	8	8	1	-2
23	-10	13	2	50*	7
24	0	0	4	-3	1

Shown in markdown: entries from further up
| cpd | molecule | PRMT1 inh | mABHD4 FP | HTRA1 inh | PG9 binder | LEDGF integ inh | NR1D1 modulator | SIAE inh | TCR-CD3 inh | rCAG RNA binder | TDP2 absorb |
| --- | --- | --- | --- | --- | --- | --- | --- | --- | --- | --- | --- |
| 13 | O=C(CCl)NCC1CCCO1 (stereo not given) | -4 | 2 | -1 | -1.6 | 0 | -2 | 11 | -6 | -1 | -2 |
| 14 | COc1cc(/C=C2\C(=O)NC(=O)N(c3ccccc3)C2=O)cc(OC)c1OC | 6 | 8 | 6 | 0.9 | 4 | 0 | 1 | 9 | 2 | 4 |
| 15 | O=C(c1cc2cc(Cl)ccc2[nH]1)N1CCC2(CC1)OCCO2 | -2 | 5 | -8 | 0.6 | 1 | -2 | -17 | 1 | 2 | 13 |
| 16 | Cc1cccc(CN2CCCC(C(=O)c3ccc(C(F)(F)F)cc3)C2)n1 (stereo not given) | 0 | 4 | -3 | -1.0 | 7 | -5 | 5 | 1 | -6 | -7 |
| 17 | CC(=NCC1CCCO1)c1c(O)n(-c2ccc(C)cc2)c(=O)[nH]c1=O (stereo not given) | -1 | -2 | 3 | 0.4 | 0 | 1 | 8 | 4 | -1 | 4 |
| 18 | COC(=O)c1ccccc1NC(=O)N1C[C@@H]2C[C@@H](C1)c1cccc(=O)n1C2 | -4 | 1 | -3 | -2.4 | -1 | -2 | -4 | 0 | 0 | 7 |
| 19 | COC(=O)C1=C(c2cc3ccccc3o2)C[C@@H]2CC[C@H]1N2C(=O)NCCO | -1 | 2 | -2 | -0.1 | -1 | 10 | -9 | -1 | 1 | 1 |
| 20 | COc1ccc(N2C(=O)CC(=O)NC2=O)cc1 | 7 | 1 | 1 | -2.2 | -1 | -1 | 13 | 5 | 5 | -5 |
| 21 | CC(=O)c1ccc(-c2ccccc2)cc1 | -1 | -2 | -11 | -0.9 | -1 | -2 | -3 | 11 | 4 | -14 |
| 22 | Cc1cccc(NC2=NCCCS2)c1 | -3 | 4 | · | -3.2 | 3 | 6 | 8 | 8 | 1 | -2 |
| 23 | CC1=C(O)C(=O)C=C2C1=CC=C1C2(C)CCC2(C)C3CC(C)(C(=O)O)CCC3(C)CCC12C (stereo not given) | 35* | 49* | 48* | 0.9 | -1 | -10 | 13 | 2 | 50* | 7 |
| 24 | O=C(Cn1cc(C(=O)c2ccccc2F)c2ccccc21)NC1CC1 | 0 | 3 | 2 | -1.5 | -1 | 0 | 0 | 4 | -3 | 1 |

2 of the compounds above, with two lines to a compound.
The line under a structure holds: PRMT1 inh, mABHD4 FP, HTRA1 inh, PG9 binder, LEDGF integ inh, NR1D1 modulator, SIAE inh, TCR-CD3 inh, rCAG RNA binder, TDP2 absorb
(3) CN(C)[C@@H]1C(=O)C(C(N)=O)=C(O)[C@@]2(O)C(=O)C3=C(O)c4c(O)ccc(Cl)c4[C@@](C)(O)C3C[C@@H]12 (stereo not given in full)
→ 27*, 60*, 40*, -1.5, 28*, -15, 11, 12, 33, -8
(4) CCn1c(O)c(C=NCCN2CCOCC2)c(=O)[nH]c1=S
→ 3, -5, -2, -0.9, 0, 2, 2, -4, -2, 10
